Screening data: PubChem BioAssay, National Center for Advancing Translational Sciences (NCATS)
HADH2 inh – qHTS Assay for Inhibitors of HADH2 (Hydroxyacyl-Coenzyme A Dehydrogenase, Type II); 3-hydroxyacyl-CoA dehydrogenase type-2 (Homo sapiens), Q99714; recombinant HADH2, NADH fluorescence, beta-hydroxybutyryl-CoA; Potency, µM (top dose mostly 57.1 µM), inactives show top-dose activity change, negative = inhibition, hits mostly inhibitors; 73,000 compounds, 3.4% hits; note: potency is the fitted concentration of half-maximal effect; % is set by controls: 0 for no effect and ±100 for the full control effect; nearly all actives have a fitted effect of over 60% in size; many of its hits are not listed in these tables
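Activity measured as NADH fluorescence gain (360/450 nm), taken as the change between first and last reads of a 4-min kinetic run. Conditions: pH 9.0 Tris buffer, 20 nM E. coli-expressed His-tagged enzyme, 1 mM NAD+, 90 uM beta-hydroxybutyryl-CoA; 15-min compound preincubation.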
Tau fil binding – qHTS Assay for Tau Filament Binding | Microtubule-associated protein tau (Homo sapiens), P10636 | recombinant tau filaments, thioflavin S fluorescence, 15 h; filaments grown with octadecylsulfate alongside compound | Potency, µM (top dose mostly 57.1 µM), for inactives: at the highest dose activity change, negative = inhibition | 71,000 compounds, 2% hits | AID 596, 2007;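 note: potency is the fitted concentration of half-maximal effect; % is set by controls: 0 for no effect and ±100 for the full control effect; actives lower thioflavin S fluorescence by blocking filaments or displacing dye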
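Read-out: ThS fluorescence, 450 nm excitation/510 nm emission; lower signal marks blocked filament formation or displaced dye. Tau at 1 uM with 30 uM ODS, 10 uM ThS, 5 mM DTT, 100 mM NaCl, 10 mM HEPES pH 7.4; 15 h, 37 C.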
Caspase-7 inhib – qHTS Assay for Allosteric/Competitive Inhibitors of Caspase-7; recombinant caspase-7, Ac-DEVD-AFC fluorescence rate; 75,000 compounds, 0.02% hits; AID 889, 2007; Potency, µM (top dose mostly 57.5 µM), for the others: at the highest dose activity change, negative = inhibition, usual class: inhibitors; P55210; active = well fitted inhibition curve with a large enough effect in the main read-out, with a control signal flat, not every such curve was filed as active; inconclusive = small, poorly fitted or top-dose-only effect, or a change in a side signal; note: potency is the fitted concentration of half-maximal effect; % of control where 0% means no effect
Target sequence (P55210 24-198 limits assumed): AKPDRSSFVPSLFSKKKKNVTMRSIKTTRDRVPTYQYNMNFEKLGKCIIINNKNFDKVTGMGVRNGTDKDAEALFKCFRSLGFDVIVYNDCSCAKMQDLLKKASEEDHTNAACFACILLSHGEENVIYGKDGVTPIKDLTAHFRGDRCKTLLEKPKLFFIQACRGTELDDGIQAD
Target sequence (P55210 207-303 limits assumed): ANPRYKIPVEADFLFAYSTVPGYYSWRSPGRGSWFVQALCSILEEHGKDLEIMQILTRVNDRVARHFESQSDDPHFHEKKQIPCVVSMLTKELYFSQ
BRCT PPI red – qHTS Assay for Inhibitors of BRCT-Phosphoprotein Interaction (Red Fluorophore) | 75,000 compounds, 0.03% hits | Breast cancer type 1 susceptibility protein (Homo sapiens), P38398 | BRCT-phosphopeptide binding, red fluorescence polarization | AID 892, 2007 | Potency, µM (top dose mostly 76.9 µM), without a hit: top-dose activity change, negative = inhibition, most hits filed as inhibitors; note: % is set by controls: 0 for no effect and ±100 for the full control effect
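Rhodamine-labelled pBACH1 10-mer (100 nM) bound to BRCT domain (100 nM) at pH 7.3; compounds incubated 12 min room temperature, polarization read. Free peptide defines full inhibition; unlabelled decapeptide titrated as control.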
ALOX15 inhib – qHTS Assay for Inhibitors of 15-hLO (15-human lipoxygenase); Potency, µM (doses to about 57.1 µM), for the others: top-dose activity change, negative = inhibition, usual class: inhibitors; Polyunsaturated fatty acid lipoxygenase ALOX15 (Homo sapiens), P16050; purified 15hLO-1, xylenol orange hydroperoxide absorbance; 74,000 compounds, 1.4% hits; AID 887, 2007; note: potency is the fitted concentration of half-maximal effect; % is set by controls: 0 for no effect and ±100 for the full control effect; nearly all actives have a fitted effect of over 55% in size
Target sequence (P16050 whole entry, looked up): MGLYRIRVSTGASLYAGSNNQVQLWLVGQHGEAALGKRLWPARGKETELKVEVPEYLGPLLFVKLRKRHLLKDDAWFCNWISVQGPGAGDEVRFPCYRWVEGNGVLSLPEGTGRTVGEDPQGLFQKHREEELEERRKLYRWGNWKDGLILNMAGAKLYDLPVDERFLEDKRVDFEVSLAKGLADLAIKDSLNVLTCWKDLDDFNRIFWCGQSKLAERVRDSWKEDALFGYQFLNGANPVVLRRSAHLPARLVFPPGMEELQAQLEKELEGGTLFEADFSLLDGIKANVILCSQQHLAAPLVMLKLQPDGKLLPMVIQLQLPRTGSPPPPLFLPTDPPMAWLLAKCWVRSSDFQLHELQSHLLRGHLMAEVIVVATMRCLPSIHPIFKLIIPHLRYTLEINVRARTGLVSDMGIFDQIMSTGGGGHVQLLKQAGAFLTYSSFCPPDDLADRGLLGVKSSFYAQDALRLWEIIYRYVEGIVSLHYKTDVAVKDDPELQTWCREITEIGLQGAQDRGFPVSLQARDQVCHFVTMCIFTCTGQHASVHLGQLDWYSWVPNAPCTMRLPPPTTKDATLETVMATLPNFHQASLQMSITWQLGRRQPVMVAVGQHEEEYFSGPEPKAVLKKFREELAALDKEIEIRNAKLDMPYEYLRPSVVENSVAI
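Inhibition is scored from a chromogenic endpoint. After 15 min enzyme-compound contact, arachidonic acid (50 uM final) reacts 6 min with 40 nM 15hLO-1 at room temperature, then Fe-XO reagent is added for 30 min and absorbance ratio recorded.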
USP2a inh – qHTS Assay for Inhibitors of Ubiquitin-specific Protease USP2a. 60,000 compounds, 0.1% hits. Ubiquitin carboxyl-terminal hydrolase 2 (Homo sapiens), O75604. USP2a enzymatic assay, qHTS inhibition. Potency, µM (top dose mostly 38.3 µM), for the others: top-dose activity change, negative = inhibition, actives largely listed as inhibitors;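 note: potency is the fitted concentration of half-maximal effect; nearly all actives have a fitted effect of over 60% in size; plate controls were DMSO for no effect and NEM full inhibition control for full effect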
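Inhibition is measured in a cell-free coupled assay with 20 nM USP2 core, 20 nM Ub-PLA2 and 20 uM NBD C6-HPC, 2.5 h incubation. Activity normalized to NEM control.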
Rhodamine fluor – qHTS Assay for Spectroscopic Profiling in Rhodamine Spectral Region; Rhodamine-region fluorescence, 547/598 nm, Tris buffer; hits give high values; AID 594, 2007; max dye-equivalent concentration, M; 59,000 compounds, 0.05% hits; in the data active = max dye-equivalent concentration above about 11 nM; inconclusive = between about 1.1 nM and that limit
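Compound fluorescence in 100 mM Tris, pH 8.0, read after 15 min at room temperature with 547 nm excitation and 598 nm emission. Output is dye-equivalent concentration from an on-plate rhodamine standard series.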
BRCT PPI green – qHTS Assay for Inhibitors of BRCT-Phosphoprotein Interaction (Green Fluorophore); Breast cancer type 1 susceptibility protein (Homo sapiens), P38398; BRCA1 BRCT-phosphopeptide binding, green fluorescence polarization; Potency, µM (doses to about 76.9 µM), without a hit: at the highest dose activity change, negative = inhibition, hits mostly inhibitors; 75,000 compounds, 0.05% hits; AID 875, 2007;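 note: potency is the fitted concentration of half-maximal effect; plate controls were peptide without protein for full effect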
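Compounds were incubated for 12 min at room temperature with a complex of 100 nM fluorescein-tagged pBACH1 decapeptide and 250 nM His-tagged BRCT protein. Buffer was phosphate pH 7.3 with EDTA, DTT and Tween 20. Disruption of binding lowers the polarization signal.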
HEK293 cAMP cs – qHTS Assay for Agonists of the Thyroid Stimulating Hormone Receptor: Activators of Intracellular cAMP Concentrations in Parental HEK 293. parental HEK293 CNG cAMP sensor, membrane potential fluorescence. Potency, µM (doses to about 57.1 µM), for inactives: at the top dose activation, usual class: activators. 73,000 compounds, 2.5% hits; note: potency is the fitted concentration of half-maximal effect; % of control where 0% means no effect; nearly all actives have a fitted effect of over 55% in size
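Parental HEK 293 cells stably expressing a cAMP-gated CNG channel were loaded with membrane potential dye containing 100 uM RO 20-1724 for 60 min. Compound added for 30 min; depolarization read as fluorescence intensity at 590 nm.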
Pol III holo inh – qHTS Assay for Inhibitors of DNA Polymerase III Holoenzyme System; reconstituted DNA polymerase III holoenzyme replication, biochemical; Potency, µM (series often up to 57.1 µM), inactives show at the highest dose activity change, negative = inhibition; 71,000 compounds, 0.25% hits; note: potency is the fitted concentration of half-maximal effect; % is set by controls: 0 for no effect and ±100 for the full control effect
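Reconstituted *E. coli* holoenzyme (0.35 nM Pol III, 1 nM beta, 154 nM SSB, 2 nM primase) was preincubated with compound for 15 min at RT. Synthesis on 1.4 nM ssM13Gori ran 35 min, then was stopped with PicoGreen/EDTA and read as dsDNA fluorescence.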
Caspase-1 inhib – qHTS Assay for Allosteric/Competitive Inhibitors of Caspase-1 | Caspase-1 enzyme, Ac-WEHD-AFC fluorogenic rate | Potency, µM (top dose mostly 57.5 µM), without a hit: at the top dose activity change, negative = inhibition, hits mostly inhibitors | 75,000 compounds, 0.03% hits | AID 900, 2007;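 note: potency is the fitted concentration of half-maximal effect; plate controls were vehicle for no effect and no substrate for full effect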
* hit, by the source's call; i = inactive; ? = inconclusive; nt = no result given; & = joins results of further samples; [ ] = dose if it differs, or a comment. Unless noted, calls come from the whole dose curve; as a rule, active = well fitted curve in the direction sought with a large enough effect; inconclusive = small, poorly fitted or top-dose-only effect, or another doubt; inactive = no such curve, though single readings can be large; an effect the other way counts as inactive or inconclusive. This is a subset, so the mix of outcomes need not match the whole.

The line under a structure holds: HADH2 inh, Tau fil binding, Caspase-7 inhib, BRCT PPI red, ALOX15 inhib, USP2a inh, Rhodamine fluor, BRCT PPI green, HEK293 cAMP cs, Pol III holo inh, Caspase-1 inhib
(1) O=[N+]([O-])c1cccc2ccccc12
 : 3%, 8%, 0%, 0.7%, 1%, nt, nt, 0.0%, -19%, 3%, -1%
(2) NC(=O)CN1CC(c2ccccc2)CC1=O (stereo not given)
 : -2%, -8%, 1%, 1.7%, 6%, 1%, nt, -4.4%, -1%, -11%, -2%
(3) CC[C@@]12CCCN3CC[C@@]4(c5ccc(OC)c(O)c5N(C(C)=O)[C@H]4CC1)[C@H]32
 : 4%, 32%, nt, nt, nt, nt, i, nt, 5%, -6%, nt
(4) O=C(c1cc(S(=O)(=O)N2CCOCC2)ccc1F)N1CCC2(CC1)OCCO2
 : 10%, -1%, 0%, 0.4%, -1%, 8%, i, -0.7%, 8%, -3%, -1%
(5) C=CCn1c(O)c(C(C)=NCc2cccnc2)c(=O)[nH]c1=O
 : 1%, -4%, 1%, 0.5%, -13%, -1%, i, -1.2%, 4%, -2%, 1%
(6) Cc1ccc2c(c1)CC1(CN2C)C(=O)NC(=O)N(c2cccc(C)c2C)C1=O (stereo not given)
 : -3%, -2%, -2%, 1.5%, -20%, 5%, i, 0.5%, 10%, -1%, -1%
(7) O=C(Nc1cccc(F)c1)N1CCCC2(CCN(C(=O)Oc3ccccc3)CC2)C1
 : 6%, -12%, 2%, -0.8%, 1%, 128%[activator], i, -0.3%, 29%, -4%, -2%
(8) CC(C)c1ccc2c(c1O)CCC1C3=C(CC[C@]21C)C(=O)OC3 (stereo not given in full)
 : nt, nt, -7%, 0.0%, -4%, 19%, nt, -1.5%, nt, nt, -1%
(9) CCCCCCCCCCCCCC(=O)O[C@H]1[C@@H](C)[C@@]2(O)[C@@H](C=C(CO)C[C@]3(O)C(=O)C(C)=C[C@@H]23)C2C(C)(C)[C@]21OC(C)=O (stereo not given in full)
 : ?, -16%, 0%, -1.9%, -21%, 31%[activator], i, -0.8%, ?, -10%, 4%
(10) CCCCCCn1c(O)c(C=NC2CCCCC2N)c(=O)[nH]c1=O (stereo not given)
 : -7%, 15%, -1%, 0.1%, 0%, 5%, i, -3.0%, 6%, -7%, -1%
(11) CC1OC(=O)C(C(C)C)NC(=O)C(C(C)C)OC(=O)C(C(C)C)NC(=O)C(C)OC(=O)C(C(C)C)NC(=O)C(C(C)C)OC(=O)C(C(C)C)NC(=O)C(C)OC(=O)C(C(C)C)NC(=O)C(C(C)C)OC(=O)C(C(C)C)NC1=O (stereo not given)
 : nt, nt, 0%, -1.6%, ?, 52%[activator], nt, 0.6%[3.08 µM], nt, nt, 1%
(12) CCN(CC)CCCN=Cc1c(O)n(-c2ccccc2F)c(=O)[nH]c1=O
 : 1%, -1%, 0%, -0.8%, 2%, -3%, i, -1.3%, 11%, -4%, 0%
(13) C=CCn1c(O)c(C(C)=Nc2ccc(NC(C)=O)cc2)c(=O)[nH]c1=O
 : 0%, 4%, 0%, -1.7%, 2%, 6%, i, -2.2%, -3%, -4%, 0%
(14) CC(=O)[C@H]1CC[C@H]2[C@@H]3CCC4=CC(=O)CC[C@]4(C)[C@H]3CC[C@]12C
 : -14%&-3%&1%, 83%&72%, 0%&-2%&-11%, -1.5%&1.4%&-1.4%, 4%[25.6 µM], 9%, i, -2.5%&-0.4%&-0.2%, ?, -6%&-8%, -4%&-3%&-4%
(15) CC1CC2(O)c3no[n+]([O-])c3CCC2N1O (stereo not given)
 : -12%, 42%, -1%, -0.2%, 7%, 1%, i, 0.1%, 5%, -2%, -1%
(16) Cc1ccc(CN2CCN(CC(=O)N3CCC4(CC3)OCCO4)C2=O)cc1
 : 0%, 3%, -1%, -0.5%, 3%, 2%, i, -0.4%, 3%, 0%, 2%
(17) COc1ccc2c(c1OC)C(=O)O[C@@H]2C1c2cc3c(cc2CCN1C)OCO3 (stereo not given in full)
 : nt, nt, -3%, 0.7%, 1%[25.6 µM], nt, nt, -1.0%, nt, nt, -2%
(18) CCCC(C)C(=O)NC1CCSC1=O (stereo not given)
 : -3%[11.4 µM], 3%[11.4 µM], 1%, -1.2%, 5%[11.4 µM], 0%[7.66 µM], nt, -0.2%, -1%[11.4 µM], 0%[11.4 µM], -1%
(19) Cn1c(O)c(C(=O)c2ccccc2)c(=O)n(C)c1=O
 : ?, 4%, 1%, 0.6%, -5%, 2%, nt, -1.4%, 4%, -12%, 0%
(20) CC1(C)C(=O)C=C[C@@]2(C)C1=C(O)C(=O)[C@@]1(C)C2CC[C@@]2(C)C(c3ccoc3)C[C@H]3O[C@@]321 (stereo not given in full)
 : nt, nt, -9%, 0.2%, -8%, 24%, nt, 1.0%[3.08 µM], nt, nt, -4%

Values by screen from the entries so far:
Compounds 6 to 14 in BRCT PPI green read 0.5%, -0.3%, -1.5%, -0.8%, -3.0%, 0.6%[3.08 µM], -1.3%, -2.2%, -2.5%&-0.4%&-0.2%
Compounds 6 to 14 in Tau fil binding read -2%, -12%, nt, -16%, 15%, nt, -1%, 4%, 83%&72%

Next results follow:
The line under a structure holds: HADH2 inh, Tau fil binding, Caspase-7 inhib, BRCT PPI red, ALOX15 inhib, USP2a inh, Rhodamine fluor, BRCT PPI green, HEK293 cAMP cs, Pol III holo inh, Caspase-1 inhib
(21) C[C@]12N[C@H](Cc3ccccc31)c1ccccc12
 : ?, -8%&0%, -1%&-1%, -0.3%&-3.1%, 5%&-7%, -3%&-8%, i, -3.3%&-0.8%, ?, 1%&4%, 2%&2%
(22) O=C(COc1ccccc1)N1CCN(C2CCCC2)CC1
 : 9%, 3%, 2%[0.00368 µM], 0.5%, -8%, -7%, i, -1.0%, 3%, -14%, -1%
(23) CN(C)P(=O)(C(Cl)=C(N1CCCCC1)N1CCCCC1)N(C)C
 : 4%, -1%, 0%, -0.5%, 4%, 0%, i, -0.8%, ?, -3%, 2%
(24) O=C(OCC#CCSc1nnc(-c2ccccc2)o1)c1ccco1
 : -3%, 3%, 3%, -2.1%, 25µM*, -4%, i, 0.4%, ?, -5%, -4%
(25) CCC(=NCc1ccco1)c1c(O)[nH]c(=O)[nH]c1=O
 : -2%, 10%, -2%, -3.3%, 2%, 3%, i, 2.5%, -6%, 2%, -2%
(26) CCC1(C2=NCCN2)Cc2ccccc2O1 (stereo not given)
 : nt, nt, 1%, 1.1%, -3%, 2%, nt, 1.0%, nt, nt, 0%
(27) CCCSC(=O)Cl
 : 0%, 2%, -1%, 0.1%, 2%, nt, nt, -1.3%, 25%, 4%, 1%
(28) N=C1C(c2ccccc2)=C(O)CN1Cc1ccco1
 : 5%, -6%, 0%, 1.9%, 8%, -6%, i, 0.5%, 14%, -1%, -1%
(29) N#CC(C#N)=Cc1ccc([N+](=O)[O-])c(O)c1
 : ?, 2%, -1%, -9.4%, -25%, -8%, i, -2.0%, -6%, -3%, 6%
(30) COc1cc2c(cc1OC)-c1c(OC)c(OC)c(C=O)c3c1[C@H](C2)N(C)CC3
 : nt, nt, -23%, -0.7%, -12%[25.6 µM], nt, nt, -1.0%, nt, nt, ?
(31) ClCC(Br)CBr (stereo not given)
 : -4%, -2%, -1%, 0.7%, -2%, nt, nt, 1.2%, -13%, 4%, -2%
(32) C[C@]12N[C@@H](Cc3ccccc31)c1ccccc12
 : 8%, ?, -1%, 2.4%, ?, -5%&-8%[17.1 µM], i, 0.4%, 2%, -4%, 1%
(33) ClCc1ccccn1
 : -1%, -2%, -1%, -1.0%, -11%, nt, nt, -1.1%, 12%, 2%, 0%
(34) C=C(C)CSc1nnc([C@@H](N)Cc2c[nH]c3ccccc23)o1
 : 13%, -1%, -4%, -0.3%, -3%, 8%, i, -0.5%, 7%, -2%, -2%
